PRC2 inh: EZH2 (human) methyltransferase inhibition | actives 0.35% (n = 57,000) | PRC2 H3K27 methylation, DELFIA TRF, 1 h | inhibition, % at 12.5 µM | AID 651548;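 active = mean inhibition of replicates at least 50% and every single replicate also reaching 50%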;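 also: dimethyl H3K27 on biotinylated H3 21-44 peptide detected by antibody; plate controls were median neutral control wells for no effect and median positive control wells for full effect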
IDH1 mut inh: blocks human IDH1 R132H reductase activity | O75874 | diaphorase/resazurin fluorescence, 60 min | inhibition, % at 10 µM | actives 0.18% (n = 70,000) | AID 624101; in the data active = inhibition above about 34%;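 also: 0% = DMSO and 100% = no enzyme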
Target sequence (O75874 whole entry R132H): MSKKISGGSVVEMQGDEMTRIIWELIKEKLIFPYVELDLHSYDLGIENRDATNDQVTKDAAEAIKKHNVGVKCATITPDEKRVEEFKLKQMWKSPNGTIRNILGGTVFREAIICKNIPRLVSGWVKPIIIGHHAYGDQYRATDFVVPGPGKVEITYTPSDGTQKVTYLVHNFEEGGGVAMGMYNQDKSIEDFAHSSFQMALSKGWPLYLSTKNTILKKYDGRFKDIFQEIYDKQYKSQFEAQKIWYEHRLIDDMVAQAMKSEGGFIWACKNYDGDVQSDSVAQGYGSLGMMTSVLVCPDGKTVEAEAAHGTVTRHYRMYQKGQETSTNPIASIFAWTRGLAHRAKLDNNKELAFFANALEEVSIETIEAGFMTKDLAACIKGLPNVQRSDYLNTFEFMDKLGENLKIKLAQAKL
The depositor's hits bear a star; x = no result given. Some of the compounds tested; rates above refer to the full screens.

SMILES	PRC2 inh	IDH1 mut inh
C[C@@H]1CN([C@H](C)CO)C(=O)c2cccc(NC(=O)NC3CCCCC3)c2O[C@H]1CN(C)Cc1ccc(C(=O)O)cc1	0	x
CO[C@@H]1CN(C)C(=O)c2ccc(NC(=O)NC(C)C)cc2OC[C@H](C)NC[C@@H]1C	0	0.1
C[C@H](CO)N1C[C@H](C)[C@H](CN(C)S(=O)(=O)c2ccc(Cl)cc2)Oc2ccc(NS(=O)(=O)c3cccs3)cc2C1=O	x	-0.1
C[C@H]1CCCCO[C@H](CN(C)C(=O)NC2CCCCC2)[C@@H](C)CN([C@@H](C)CO)C(=O)c2cc(NS(=O)(=O)c3ccc(F)cc3)ccc2O1	x	-0.7
C[C@@H]1CN([C@H](C)CO)C(=O)c2cccc(NC(=O)c3ccncc3)c2O[C@H]1CN(C)Cc1ccc2c(c1)OCO2	3	2.6
C[C@H]1CN([C@@H](C)CO)C(=O)c2cc(NC(=O)C3CC3)ccc2O[C@H]1CN(C)C	1	1.1
COc1ccc(S(=O)(=O)Nc2ccc3c(c2)C(=O)N([C@H](C)CO)C[C@@H](C)[C@H](CN(C)S(=O)(=O)c2cccs2)O3)cc1	x	-2.0
C[C@@H]1CCCCO[C@@H](CN(C)C(=O)Nc2ccc(F)cc2)[C@@H](C)CN([C@H](C)CO)C(=O)c2cc(N(C)C)ccc2O1	0	x
Cc1noc(C)c1C(=O)N(C)C[C@@H]1OCc2ccccc2-c2ccccc2C(=O)N([C@H](C)CO)C[C@H]1C	0	x
O=C(CCN1CCCCC1)NCC[C@H]1CC[C@@H](NC(=O)C2CCC2)[C@@H](CO)O1	-5	-0.1
C[C@@H]1CN([C@@H](C)CO)S(=O)(=O)c2ccc(Br)cc2O[C@H]1CN(C)C(=O)CN(C)C	14	x
C[C@H]1CN([C@@H](C)CO)C(=O)c2cc(C#CCN(C)C)cnc2O[C@H]1CN(C)S(=O)(=O)c1ccccc1	0	2.1
CCCC#Cc1ccc2c(c1)O[C@H](CN(C)C(=O)C1CCC1)[C@@H](C)CN([C@@H](C)CO)S2(=O)=O	-25	x
O=C(C[C@@H]1C[C@@H]2c3cc(NC(=O)Nc4ccccc4F)ccc3O[C@@H]2[C@H](CO)O1)NCc1cc(F)ccc1F	6	0.2
CCOC(=O)c1cc(C(=O)OC)c(C)nc1N1CCCN(Cc2ccc(F)cc2)CC1	37	-0.9
C[C@H]1CN([C@@H](C)CO)C(=O)c2cc(NC(=O)Cc3ccccc3)ccc2O[C@@H]1CN(C)Cc1ccc(Cl)c(Cl)c1	x	3.7
CCC(=O)Nc1ccc2c(c1)OC[C@@H](C)N(S(=O)(=O)c1cn(C)cn1)C[C@@H](C)[C@H](OC)CN(C)C2=O	3	-0.8
COCC(=O)N(C)C[C@H]1Oc2cc(C#C[C@H](C)O)ccc2S(=O)(=O)N([C@H](C)CO)C[C@@H]1C	3	0.2
O=C(C[C@H]1CC[C@@H](NC(=O)C2CC2)[C@H](CO)O1)NCc1ccncc1	-3	-0.4
C[C@@H]1CN([C@H](C)CO)C(=O)c2cc(NC(=O)Nc3ccc(C(F)(F)F)cc3)ccc2O[C@@H](C)CCCCO[C@@H]1CN(C)Cc1ccc(C(=O)O)cc1	x	0.7

A second format for two compounds above:
| SMILES | PRC2 inh | IDH1 mut inh |
| --- | --- | --- |
| C[C@@H]1CN([C@H](C)CO)C(=O)c2cccc(NC(=O)NC3CCCCC3)c2O[C@H]1CN(C)Cc1ccc(C(=O)O)cc1 | 0 | x |
| CO[C@@H]1CN(C)C(=O)c2ccc(NC(=O)NC(C)C)cc2OC[C@H](C)NC[C@@H]1C | 0 | 0.1 |

Additional structures follow.
SMILES	PRC2 inh	IDH1 mut inh
O=C(C[C@H]1C[C@H]2c3cc(NC(=O)c4cccnc4)ccc3O[C@H]2[C@@H](CO)O1)NC1CCCCC1	-1	-1.8
COc1ccc(OC)c(C(C)NC(=O)Nc2cccc([N+](=O)[O-])c2)c1 (stereo not given)	1	0.0
C[C@H](CO)N1C[C@H](C)[C@@H](CN(C)C(=O)c2ccc(F)cc2)Oc2ncc(-c3ccc(F)cc3)cc2C1=O	10	x
COc1ccc(-c2nn(C)c(=O)c3ccccc23)cc1CNC(=O)CN1CCOCC1	-3	0.0
O=C(C[C@H]1C[C@@H]2c3cc(NS(=O)(=O)c4ccc(F)cc4)ccc3O[C@@H]2[C@@H](CO)O1)NCc1ccccn1	12	0.0
CCN1CCN(C(=O)C2CCCN2S(=O)(=O)c2cccc3nsnc23)CC1 (stereo not given)	2	0.2
COC(=O)c1ccc(NC(=O)CSc2n[nH]c(-c3ccncc3)n2)cc1	-15	0.0
COc1ccc(NC(=O)N(C)C[C@@H]2OCCCC[C@H](C)Oc3ccc(NS(=O)(=O)c4c(C)noc4C)cc3C(=O)N([C@@H](C)CO)C[C@H]2C)cc1	x	1.3
CC(=O)N(C)C[C@@H]1OCc2ccccc2-c2ccccc2C(=O)N([C@H](C)CO)C[C@H]1C	12	0.0
O=C(Nc1ccc(F)cc1)N[C@H]1CC[C@H](CCn2cc(-c3ccc(F)cc3)nn2)O[C@H]1CO	29	0.3
Cc1cc(Cl)c(S(=O)(=O)N2CCc3ccccc32)cc1OCC(N)=O	-4	-2.1
C[C@H](CO)N1C[C@H](C)[C@@H](CN(C)S(C)(=O)=O)Oc2ccc(NC(=O)Cc3cn(C)c4ccccc34)cc2C1=O	-3	x
O=C(N[C@@H]1CC[C@@H](CC(=O)N2CCc3ccccc3C2)O[C@H]1CO)C1CCC1	0	0.0
O=C(CSc1nc(Nc2ccccc2)nc(N2CCOCC2)n1)N1CCc2ccccc21	-3	-0.2
COc1ccc(C(=O)NC(CC(=O)O)c2ccc(Cl)cc2)cc1 (stereo not given)	-6	0.2
CC(Oc1ccc(Cl)cc1Cl)/C(N)=N/O (stereo not given)	-10	-0.6
C[C@H]1CN([C@@H](C)CO)C(=O)c2cccc(N(C)C)c2O[C@H]1CN(C)S(C)(=O)=O	3	-0.3
CCCN(C)C[C@@H]1Oc2ncc(Br)cc2C(=O)N([C@@H](C)CO)C[C@H]1C	5	-0.2
COc1ccccc1NC(=O)N(C)C[C@@H]1Oc2ncc(C#CC(C)C)cc2C(=O)N([C@@H](C)CO)C[C@@H]1C	0	-3.4
CO[C@@H]1CN(C)C(=O)c2cc(NC(=O)C3CC3)ccc2OC[C@@H](C)N(C(=O)c2ccccc2F)C[C@H]1C	-2	-0.4
C[C@@H]1CN([C@H](C)CO)C(=O)c2cc(NC(=O)Cc3ccccc3)ccc2O[C@@H](C)CCCCO[C@H]1CN(C)C(=O)CCC(F)(F)F	x	-5.0
CC(=O)Nc1ccc(NC(=O)CNS(=O)(=O)c2c(C)cc(C)cc2C)cc1	1	0.1
C[C@H](CO)N1C[C@H](C)[C@@H](CN(C)Cc2cncnc2)Oc2ncc(-c3cccc(F)c3)cc2C1=O	-4	0.4
C[C@H](CO)N1C[C@H](C)[C@@H](CN(C)S(=O)(=O)c2ccccc2)OCCCC[C@H](C)Oc2ccc(NS(=O)(=O)c3cn(C)cn3)cc2C1=O	x	-1.1
CNC[C@H]1Oc2cc(-c3cccc(C(=O)N(C)C)c3)ccc2S(=O)(=O)N([C@H](C)CO)C[C@@H]1C	10	-1.4
COCC(=O)Nc1ccc2c(c1)[C@H]1C[C@H](CC(=O)NCc3cccnc3)O[C@H](CO)[C@H]1O2	-3	-0.5
COCc1cn(CC[C@@H]2CC[C@@H](NC(=O)Cc3cccnc3)[C@@H](CO)O2)nn1	0	0.3
CCCC#Cc1cnc2c(c1)C(=O)N([C@@H](C)CO)C[C@@H](C)[C@@H](CN(C)C(=O)C1CCOCC1)O2	4	0.0
COCC(=O)N(C)C[C@H]1Oc2cc(-c3cccnc3)ccc2S(=O)(=O)N([C@H](C)CO)C[C@@H]1C	0	0.7
C[C@H]1CN([C@@H](C)CO)C(=O)c2cc(NS(C)(=O)=O)ccc2O[C@H]1CN(C)Cc1ccccc1	0	-0.6
CC(C)NC(=O)Nc1ccc2c(c1)C(=O)N([C@@H](C)CO)C[C@@H](C)[C@@H](CN(C)Cc1ccc(C(F)(F)F)cc1)OCCCC[C@H](C)O2	x	2.4
O=C(C[C@H]1C[C@@H]2c3cc(NC(=O)CC4CC4)ccc3O[C@@H]2[C@H](CO)O1)NCc1ccc(Cl)cc1	-6	-0.2
C[C@H]1CN([C@@H](C)CO)C(=O)c2cc(NS(=O)(=O)c3ccccc3)ccc2O[C@@H]1CN(C)C	15	-0.6
O=C(O)C1CCCCC1C(=O)Nc1cccc2ccccc12 (stereo not given)	-8	1.0
COc1ccc(S(=O)(=O)N(C)C[C@H]2Oc3ccc(NC(=O)Cc4cn(C)c5ccccc45)cc3CC(=O)N([C@@H](C)CO)C[C@@H]2C)cc1	x	0.2
CCCN(C)C[C@@H]1Oc2cc(C#Cc3ccc(F)cc3)ccc2S(=O)(=O)N([C@H](C)CO)C[C@H]1C	x	-0.6
Cc1cc2nc(-c3ccc(NC(=O)COc4ccc([N+](=O)[O-])cc4)cc3)oc2cc1C	-14	0.0
CCCC#Cc1ccc2c(c1)O[C@@H](CN(C)Cc1cncnc1)[C@H](C)CN([C@@H](C)CO)S2(=O)=O	2	-0.7
O=C(C[C@@H]1C[C@H]2c3cc(NC(=O)CC4CC4)ccc3O[C@H]2[C@@H](CO)O1)NCc1ccc(-c2ccccc2)cc1	-11	-0.1
C[C@H]1CN([C@@H](C)CO)S(=O)(=O)c2ccc(C3=CCCCC3)cc2O[C@H]1CN(C)S(=O)(=O)c1cn(C)cn1	3	-0.6

Retrieved one by one from the list above:
SMILES	PRC2 inh	IDH1 mut inh
O=C(C[C@H]1C[C@@H]2c3cc(NC(=O)CC4CC4)ccc3O[C@@H]2[C@H](CO)O1)NCc1ccc(Cl)cc1	-6	-0.2
COCc1cn(CC[C@@H]2CC[C@@H](NC(=O)Cc3cccnc3)[C@@H](CO)O2)nn1	0	0.3
O=C(C[C@@H]1C[C@H]2c3cc(NC(=O)CC4CC4)ccc3O[C@H]2[C@@H](CO)O1)NCc1ccc(-c2ccccc2)cc1	-11	-0.1

Structural class: those above containing a COOH group (four)
SMILES	PRC2 inh	IDH1 mut inh
C[C@@H]1CN([C@H](C)CO)C(=O)c2cccc(NC(=O)NC3CCCCC3)c2O[C@H]1CN(C)Cc1ccc(C(=O)O)cc1	0	x
C[C@@H]1CN([C@H](C)CO)C(=O)c2cc(NC(=O)Nc3ccc(C(F)(F)F)cc3)ccc2O[C@@H](C)CCCCO[C@@H]1CN(C)Cc1ccc(C(=O)O)cc1	x	0.7
COc1ccc(C(=O)NC(CC(=O)O)c2ccc(Cl)cc2)cc1 (stereo not given)	-6	0.2
O=C(O)C1CCCCC1C(=O)Nc1cccc2ccccc12 (stereo not given)	-8	1.0

(listing goes on)
SMILES	PRC2 inh	IDH1 mut inh
CCOc1nc(NCCO)nc(Nc2ccc(OC)cc2OC)n1	-12	0.1
CCS(=O)(=O)Nc1ccc2c(c1)C(=O)N(C)C[C@@H](OC)[C@H](C)CN(CCC(F)(F)F)[C@@H](C)CO2	-9	-0.5
CNC[C@H]1Oc2ccc(NC(=O)NC(C)C)cc2C(=O)N([C@H](C)CO)C[C@H]1C	-3	0.1
Cc1noc(C)c1NC(=O)Nc1ccc2c(c1)CC(=O)N([C@H](C)CO)C[C@@H](C)[C@@H](CN(C)C(=O)NC(C)C)O2	x	-0.6
C[C@H](CO)N1C[C@H](C)[C@@H](CN(C)Cc2ccncc2)Oc2ccc(NC(=O)CCN3CCOCC3)cc2CC1=O	28	0.4
CO[C@H]1CN(C)C(=O)c2cc(NC(=O)NC(C)C)ccc2OC[C@@H](C)N(C)C[C@@H]1C	-6	0.0
C[C@H](CO)N1C[C@H](C)[C@H](CN(C)C(=O)c2cccnc2)Oc2cc(C3=CCCC3)ccc2S1(=O)=O	-2	13
C[C@H]1CN([C@@H](C)CO)S(=O)(=O)c2ccc(C#CC3(O)CCCC3)cc2O[C@H]1CN(C)C(=O)Cc1ccncc1	-12	18
Cc1noc(C)c1S(=O)(=O)Nc1ccc2c(c1)C(=O)N([C@H](C)CO)C[C@@H](C)[C@@H](CN(C)S(=O)(=O)c1ccc(F)cc1)OCCCC[C@H](C)O2	x	1.1
C[C@H]1CN([C@@H](C)CO)C(=O)c2cc(C#Cc3ccncc3)cnc2O[C@@H]1CN(C)C(=O)CN(C)C	10	11
Cc1ccc(S(=O)(=O)N(C)C[C@@H]2Oc3ccc(NC(=O)Nc4cccc5ccccc45)cc3CC(=O)N([C@@H](C)CO)C[C@@H]2C)cc1	x	0.1
Cc1ccc(S(=O)(=O)Nc2ccc3c(c2)C(=O)N([C@H](C)CO)C[C@H](C)[C@@H](CN(C)C)OCCCC[C@@H](C)O3)cc1	0	x
O=C(C[C@H]1CC[C@H](NC(=O)c2cccnc2)[C@@H](CO)O1)NCCN1CCCCC1	5	0.1
C[C@@H]1CN([C@@H](C)CO)C(=O)c2cccc(NC(=O)c3cnccn3)c2O[C@H]1CN(C)CC1CCCCC1	0	0.0
C[C@@H]1O[C@@H](O[C@H]2[C@@H]3C=CO[C@@H](O[C@@H]4O[C@H](CO)[C@@H](O)[C@H](O)[C@H]4O)[C@@H]3[C@@]3(CO)O[C@@H]23)[C@H](OC(=O)/C=C/c2ccccc2)[C@H](OC(=O)/C=C/c2ccccc2)[C@H]1O	-19	0.1
O=C(C[C@@H]1CC[C@@H](NC(=O)Nc2ccccc2F)[C@@H](CO)O1)NCc1ccc(Cl)cc1	6	-0.1
CO[C@H]1CN(C)C(=O)c2cc(NC(=O)NC(C)C)ccc2OC[C@H](C)N(CC2CC2)C[C@@H]1C	-1	0.2
COC(=O)CCCCCCC(=O)N/N=C/c1ccc(C)o1	-33	x
COC(=O)c1ccc(NC(=O)CN(C)S(=O)(=O)c2ccc3ccccc3c2)cc1	4	0.3
O=C1C(SCCO)=C(SCCO)C(=O)c2ccccc21	x	-1.6
CC(C)C#Cc1cnc2c(c1)C(=O)N([C@H](C)CO)C[C@H](C)[C@H](CN(C)C(=O)Nc1ccccc1F)O2	x	-0.3
